# SIAE primary – inhibitors of human sialic acid acetylesterase SIAE; Q9HAT2; SIAE FP-Rh probe binding, fluorescence polarization; inhibition, % at 9.66 µM; 370,000 tested, 0.69% active; AID 1053197;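 active = inhibition above a cutoff: mean of compounds within the control limits plus 3 SD of those, cut at about 17% in these data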;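 also: 0% = plate median of compound wells and 100% = probe without SIAE protein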
# TDP2 absorb – blocks human TDP2 phosphodiesterase activity; recombinant TDP2, T5PNP hydrolysis, p-nitrophenol absorbance 415 nm; inhibition, % at 12.8 µM; 370,000 tested, 0.34% active; AID 720702;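 active = inhibition above the mean of all tested compounds plus 3 SD, set per campaign, cut at about 25% in these data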;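 also: 0% = DMSO with enzyme and 100% = buffer with substrate but no TDP2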
#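 Read-out basis: percent inhibition. System: recombinant human TDP2. Buffer or medium: Mg2+-containing Tris-HCl buffer, pH 7.5. Repeats: single replicate. Timing: reaction 2 h, 37 °C. Benchmarks: high control without enzyme, low control DMSO plus TDP2. Probe or stimulus: 5 mM T5PNP. Doses: 12.8 µM only. Measured by: epi absorbance of p-nitrophenol freed from T5PNP by hydrolysis.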
# ADAM10 inh – ADAM10 inhibition, QFRET primary screen. O14672. AID 720582. inhibition, % at 7 µM. 370,000 tested, 0.62% active. recombinant ADAM10, EDANS/DABCYL FRET peptide cleavage, 3 h;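 active = inhibition above a per-campaign cutoff equal to the mean of compounds falling between control-based bounds plus 3 SD, cut at about 20% in these data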;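 also: 0% = DMSO wells while the 100% control is not disclosed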
# PLC-gamma1 inh – blocks human PLC-gamma1 enzyme activity; P19174; purified PLC-gamma1, fluorogenic substrate, fluorescence; inhibition, % at 12.2 µM; 370,000 tested, 0.84% active; AID 720700; in the data active = inhibition above about 9.5%
# ARFGAP1 inh – inhibits rat ARF GTPase activating protein 1. Q62848. Arfgap1-stimulated ARF1 GTP hydrolysis, GDP FP detection. inhibition, % at 16.5 µM. 360,000 tested, 0.26% active. AID 651572;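 active = inhibition above a per-plate limit, mean inhibition of low control wells plus 3 SD, cut at about 25% in these data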;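 also: 0% = DMSO wells with enzyme and 100% = wells lacking Arfgap1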
#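 System: truncated rat Arfgap1 GAP domain / Benchmarks: high control wells lacking Arfgap1, low control full reaction with DMSO / Times: compound-enzyme preincubation 20 min, reaction 120 min, detection 60 min, 25 °C / Repeats: one replicate per compound / Also added: human ARF1(Δ1-17)-GTP substrate / Measured by: Tracer-displacement fluorescence polarization with EDTA stop, 620/688 nm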
# Tn7 DDE FP – disrupts Tn7 cyclic peptide binding to fibrin D-Dimer-E complex. P02675. AID 720508. inhibition, % at 8.3 µM. 370,000 tested, 0.13% active. FP displacement of FITC-Tn7 peptide from fibrin DD(E); 0% = median of compound wells per plate;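 active = inhibition above the mean of compounds falling within the control limits plus 3 SD of them, cut at about 14% in these data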;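 also: 0% = plate median of compound wells and 100% = 10 µM Aha-Tn7 peptide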
#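 assay system = human clot-derived fibrin DD(E) complex | quantity = Fibrin-DD(E) at 2 µM final | timing = 10 min preincubation, 3 h with tracer, room temperature | signal = fluorescence polarization | measure = percent inhibition | benchmarks = high control wells with 10 µM unlabelled Aha-Tn7 peptide (full inhibition) | replicates = singlicate testing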
# ASAP1 GAP inh – inhibitors of human ASAP1 ArfGAP activity. inhibition, % at 16.5 µM. 360,000 tested, 0.19% active. ASAP1-stimulated ARF1 GTP hydrolysis, GDP FP detection; in the data active = inhibition above about 25%;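 also: 0% = vehicle with enzyme and substrate and 100% = no enzyme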
# DDE Tn6 FP inh – disrupts Tn6 cyclic peptide binding to fibrin D-Dimer-E complex. inhibition, % at 8.3 µM. Fibrin DD(E) TRITC-Tn6 fluorescence polarization displacement. AID 720509. 370,000 tested, 0.21% active. P02675;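 active = inhibition above a per-campaign cutoff: mean of compounds within control limits plus 3 SD, cut at about 15% in these data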;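 also: 0% = median of all compound wells on the plate and 100% = blocking peptide control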
# ADAM17 inh – inhibitors of human ADAM17. AID 720648. P78536. inhibition, % at 6.95 µM. recombinant ADAM17, EDANS/DABCYL FRET peptide cleavage. 370,000 tested, 0.83% active;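 active = inhibition above the mean of compounds lying between control limits plus 3 SD, set per campaign, cut at about 8.5% in these data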;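 also: 0% = DMSO-only wells as the low control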
# PLC-beta3 inh – PLC-beta3 (human) inhibition, primary screen | Q01970 | Purified PLC-beta3, fluorogenic substrate, fluorescence | 370,000 tested, 0.18% active | inhibition, % at 12.2 µM; in the data active = inhibition above about 11%;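 also: 0% = median of compound wells on plate and 100% = full blocker control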
# Target sequence (Q01970 whole entry, looked up): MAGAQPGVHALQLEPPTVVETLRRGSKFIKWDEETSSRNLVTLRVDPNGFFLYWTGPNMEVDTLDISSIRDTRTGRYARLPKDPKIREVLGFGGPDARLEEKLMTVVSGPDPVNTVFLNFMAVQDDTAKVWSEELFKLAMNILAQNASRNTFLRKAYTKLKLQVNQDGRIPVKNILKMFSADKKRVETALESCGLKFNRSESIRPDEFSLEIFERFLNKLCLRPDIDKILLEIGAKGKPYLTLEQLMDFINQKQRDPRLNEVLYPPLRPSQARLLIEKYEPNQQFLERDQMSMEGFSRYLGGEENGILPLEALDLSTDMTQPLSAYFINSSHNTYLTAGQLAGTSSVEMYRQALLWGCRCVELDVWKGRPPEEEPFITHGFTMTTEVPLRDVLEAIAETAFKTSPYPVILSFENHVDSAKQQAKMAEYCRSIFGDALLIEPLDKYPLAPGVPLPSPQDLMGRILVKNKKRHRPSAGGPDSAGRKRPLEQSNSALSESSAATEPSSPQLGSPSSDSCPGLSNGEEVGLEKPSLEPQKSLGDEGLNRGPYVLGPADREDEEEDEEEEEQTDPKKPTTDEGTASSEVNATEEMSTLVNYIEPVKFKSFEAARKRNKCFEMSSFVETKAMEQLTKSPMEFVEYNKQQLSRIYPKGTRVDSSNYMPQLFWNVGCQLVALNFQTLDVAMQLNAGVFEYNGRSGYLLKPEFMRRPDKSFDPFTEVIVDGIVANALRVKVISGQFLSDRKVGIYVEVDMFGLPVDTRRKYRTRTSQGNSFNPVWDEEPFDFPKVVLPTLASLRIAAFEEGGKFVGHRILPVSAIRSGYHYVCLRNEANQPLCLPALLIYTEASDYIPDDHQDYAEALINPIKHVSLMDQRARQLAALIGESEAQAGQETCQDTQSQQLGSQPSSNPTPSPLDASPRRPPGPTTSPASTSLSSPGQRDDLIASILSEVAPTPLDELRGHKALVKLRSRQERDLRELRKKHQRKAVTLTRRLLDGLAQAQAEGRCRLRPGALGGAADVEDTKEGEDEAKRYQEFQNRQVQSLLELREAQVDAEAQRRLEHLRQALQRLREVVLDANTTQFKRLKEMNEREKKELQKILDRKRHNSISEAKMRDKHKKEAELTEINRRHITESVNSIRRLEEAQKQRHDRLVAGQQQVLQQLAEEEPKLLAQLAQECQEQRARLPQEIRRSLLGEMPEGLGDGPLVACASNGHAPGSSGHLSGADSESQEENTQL
# * = called active by the depositor.
SMILES,SIAE primary,TDP2 absorb,ADAM10 inh,PLC-gamma1 inh,ARFGAP1 inh,Tn7 DDE FP,ASAP1 GAP inh,DDE Tn6 FP inh,ADAM17 inh,PLC-beta3 inh
Cc1ccccc1NC(C)C(=O)N/N=C/c1c[nH]c2ccccc12 (stereo not drawn),-0.6,-3.1,-0.4,-1.8,12.8,2.5,2.2,-3.1,-2.2,-2.5
O=C1CCc2cc(NS(=O)(=O)c3ccc(Cl)cc3)cc3c2N1CC3,3.8,-2.7,-5.8,-2.5,1.8,2.9,3.4,-0.6,0.8,-0.7
Cc1nc2ccc(S(=O)(=O)NCC(=O)NCCN3CCCCC3C)cc2s1 (stereo not drawn),-0.5,1.3,3.0,-1.9,-2.5,4.3,-8.9,-4.2,-6.4,-3.6
Cn1cc(CCC(=O)NC2CC2)c2ccccc21,4.9,-12.2,3.3,1.0,-2.7,-5.6,0.3,7.3,2.5,-4.2
O=C(NC1CCCc2ccccc21)c1cccc(S(=O)(=O)N2CCN(c3ccccc3)CC2)c1 (stereo not drawn),-5.0,-0.5,20.1*,4.7,-3.1,-1.9,-3.5,-1.6,9.5*,1.2
CC(NC(=O)Nc1ccc([N+](=O)[O-])cc1)C(c1ccccc1)N1CCOCC1 (stereo not drawn),0.0,-0.5,4.3,0.8,-3.1,5.6,0.2,4.7,0.2,3.5
CC(=O)Nc1ccc(NC(=O)COC(=O)c2ccccc2SCC(=O)N2CCCC2)cc1,5.8,-12.0,-5.0,-1.9,1.8,5.9,5.0,2.6,0.1,-3.3
CC1(C(=O)NCc2cccc(C(F)(F)F)c2)CCN1Cc1cc2ccccc2o1 (stereo not drawn),3.3,-7.5,4.3,0.6,-5.1,-2.2,-13.9,0.2,2.9,-7.9
CSc1ccccc1C(=O)N(C)Cc1ccccc1,3.4,8.7,-7.2,1.1,4.6,3.4,11.5,2.6,-6.8,-4.0
N#Cc1ccccc1Cn1cc(/C=C/[N+](=O)[O-])c2ccccc21,-3.0,0.9,-1.6,-7.1,0.2,0.9,-1.4,-0.4,-1.9,-7.2
O=C(Nc1cccc(C(F)(F)F)c1)c1cccnc1NCCO,2.1,5.1,-53.6,-49.2,-1.6,-2.9,4.1,9.3,-19.9,-58.1
Nc1nc(COc2ccccc2)cs1,8.3,-10.5,3.1,2.7,0.6,3.0,-0.2,0.8,-1.9,3.9
CC(OC(=O)c1cc(O)c2ccccc2c1O)C(=O)Nc1ccc(C(N)=O)cc1 (stereo not drawn),2.2,47.4*,1.9,-7.7,0.6,0.1,11.5,5.6,-1.2,-17.3
CCOc1ccc(C2C(C(=O)c3ccco3)=C(O)C(=O)N2CCN2CCOCC2)cc1OCC (stereo not drawn),4.0,2.2,-4.5,-5.6,1.9,-8.3,3.4,4.5,2.5,-22.9
CCCc1c(C)c2c(C)[nH]nc2oc1=O,4.7,8.3,-2.9,-2.6,4.6,5.3,9.3,-3.1,-4.0,0.4
CCCNS(=O)(=O)c1ccc(CCC(=O)N2CCC(C)CC2)cc1,-1.1,6.2,-5.8,1.0,-6.2,-4.5,-13.5,2.8,-2.1,1.1
O=C(Nc1nnc(COc2ccc(F)cc2)s1)Nc1ccccc1F,-2.0,-2.7,3.6,-0.9,-1.0,-3.2,-4.0,3.2,0.7,-2.0
CC(C)C[C@H]1CNC(=O)C(=O)N1CC1CCN(CCc2ccc(-c3ccccc3)cc2)CC1,-1.7,-9.9,-11.9,-1.1,-9.0,4.8,-11.3,6.3,-3.8,1.4
CN(C)N1C(=O)CC(N2CCCCC2)C1=O (stereo not drawn),-4.1,8.6,-3.2,1.8,5.7,-3.3,12.5,-1.6,1.6,-4.8
CCOC(CCn1c(SCC(=O)NC2CCCC2)nc2ccccc2c1=O)OCC,-5.9,-14.6,4.3,1.5,10.5,3.5,10.4,-6.9,-0.2,-3.3
CCOC(CNC(=O)c1ccc2c(c1)ncn2-c1cccc(F)c1)OCC,-4.5,7.4,-5.7,0.2,3.6,2.7,-1.2,4.6,-0.6,3.1
NS(=O)(=O)c1ccc(CCNC(=O)COC(=O)Cc2c(F)cccc2Cl)cc1,1.0,6.0,-1.1,1.4,2.1,4.6,4.5,0.1,0.3,-6.9
Clc1ccccc1-c1cc2nc(NCCCn3ccnc3)ccn2n1,-3.9,-14.2,-100.1,-44.5,14.9,0.3,-9.7,4.5,-30.9,-67.8
CCN(C(=O)COC(=O)c1cc2ccccc2cc1O)C1CCS(=O)(=O)C1 (stereo not drawn),0.3,-12.5,-6.8,-42.3,12.0,-4.2,11.2,-4.7,-3.5,-56.6
Cc1cc(C)cc(NC(=O)CCN2CC(C)OC(C)C2)c1 (stereo not drawn),-2.0,-9.8,2.0,3.0,-11.5,-0.8,-6.2,-3.0,-3.1,3.9
CC(=O)OC1CC2(C)/C(=N\O)CCC2C2CCc3cc(O)ccc3C12 (stereo not drawn),-4.0,8.8,8.6,3.2,8.8,1.6,-5.5,-5.7,-2.2,-1.2
CCOc1ccc(N(CC(=O)Nc2ccc(F)c(F)c2)S(=O)(=O)c2c(C)noc2C)cc1,2.9,-5.5,-18.8,2.1,14.9,-0.3,6.6,0.1,3.8,-1.9
O=C(COC(=O)c1cccnc1)Nc1cccc(Cl)c1,9.3,-1.1,4.7,-0.8,7.2,9.2,-9.4,-0.7,2.9,-3.8
O=Cc1ccccc1-n1cccn1,0.2,7.2,-1.0,0.8,4.7,-0.3,0.1,5.6,-6.8,-7.7
COC(=O)/C(=C\c1ccc2c(c1)c1ccccc1n2C)NC(=O)c1ccccc1,-2.8,-1.7,-15.6,-57.0,6.4,7.5,-8.9,0.4,-4.4,-63.2
CC(=O)N1CCN(CC(=O)NC(=O)Nc2ccc3c(c2)OCCO3)CC1,4.1,-6.0,-2.2,2.1,11.9,-0.4,-4.1,-0.1,0.8,-3.6
Cc1cccc(-n2c(=O)[nH]c3c(C(N)=O)nc(-c4ccccc4Cl)nc32)c1,-1.1,-0.7,-47.4,-4.4,-7.4,4.9,2.6,-0.4,-10.7,-3.5
COc1ccc(-c2noc(N3CCC(C(=O)Nc4ccc(F)cc4F)CC3)n2)cc1,-2.5,-0.9,-13.9,-2.8,14.4,-0.5,1.6,6.5,-6.6,-2.8
O=C(Nc1ccc(Cl)cc1)C1CCCC1,11.3,-1.4,6.2,2.4,2.1,-2.1,-9.0,-3.0,2.1,-4.0
CC(NC(=O)c1ccco1)c1nc(-c2ccccc2Cl)no1 (stereo not drawn),3.4,-1.6,0.1,0.6,-14.1,2.7,-5.4,-0.7,-0.5,-7.5
O=C(CC(c1ccco1)S(=O)(=O)c1ccccc1)c1ccccc1 (stereo not drawn),4.1,0.2,-6.8,-3.0,0.7,-0.7,-14.2,-0.2,-0.9,-7.1
FC(F)(F)c1ccc(-n2cnc3ccccc32)nc1,0.4,4.3,4.7,1.6,0.2,7.0,8.6,0.0,-2.0,-5.5
Cc1ccc2c(c1)c(C)c(C)n2CC(O)CN1CCOCC1 (stereo not drawn),5.7,-14.4,-3.8,-13.1,21.5,-11.9,16.6,-0.9,-2.0,-15.4
CCOC(=O)CN(C(=O)CSc1nnc(CNc2ccc(F)cc2)n1CC)c1ccc(F)cc1,12.3,0.7,-4.3,-3.8,-4.1,1.9,2.5,-2.2,-3.2,-1.7
Cc1nn(Cc2ccc([N+](=O)[O-])cc2)c(=O)n1-c1ccccc1Cl,2.6,-2.1,1.1,4.0,1.4,-2.2,-7.1,5.5,1.7,1.9
CC(=NCc1ccco1)c1c(O)n(C2CCCCC2)c(=O)[nH]c1=O,-4.4,-22.0,3.7,2.2,1.0,7.5,14.6,-3.4,6.5,5.0
COc1ccc(C)cc1N1CC(C(=O)Nc2ccccc2C(=O)NC2CC2)CC1=O (stereo not drawn),2.5,5.4,-7.3,6.5,-9.8,-3.6,-3.3,5.8,1.6,-3.2
COC(=O)[C@]12CCCCC=C1N(Cc1ccc3c(c1)OCO3)C(=O)[C@H](CC(=O)N1CCCCC1)C2,7.5,-4.6,-9.9,-3.2,-5.3,-1.6,5.3,0.4,0.3,-0.9
Cc1csc(Nc2nc(N)c(C(=O)Nc3ccccc3)o2)n1,0.4,-16.1,4.0,13.7*,6.3,0.7,7.0,0.2,8.5,10.7*
COC(=O)CC(=O)CSc1nc(C)cc(C)c1C#N,2.9,1.4,-56.2,-26.4,-12.6,-0.2,0.2,-0.6,-14.6,-36.8
O=[N+]([O-])c1ccc(O)c(/C=N/Nc2nc3ccccc3[nH]2)c1,18.9*,-3.0,7.6,-0.4,-2.8,-0.4,3.3,0.9,1.3,4.5
Cc1ccc2nc(SCC(=O)NCc3ccccc3Cl)nc(=O)n2c1,0.5,10.9,-37.6,-2.4,-6.6,4.5,-15.2,1.0,-11.0,-0.6
CCOC(=O)c1c(NC(=O)COc2ccccc2F)sc2c1CC(C)(C)NC2(C)C,-7.7,-2.4,2.0,2.8,1.0,-4.5,0.6,-0.4,1.9,1.8
CC(=O)c1ccc(OCCCC(=O)Nc2ccc(C)c(S(=O)(=O)N3CCCCC3)c2)cc1,-0.2,-5.7,-8.5,-2.3,4.1,6.0,-4.5,10.6,-4.2,-4.5
Cc1ccccc1NC(=O)c1cccc(S(=O)(=O)Oc2ccc([N+](=O)[O-])cc2)c1,15.4,1.4,7.8,0.8,-5.6,5.6,8.6,2.9,-0.8,-2.7
# Other records follow.
SMILES,SIAE primary,TDP2 absorb,ADAM10 inh,PLC-gamma1 inh,ARFGAP1 inh,Tn7 DDE FP,ASAP1 GAP inh,DDE Tn6 FP inh,ADAM17 inh,PLC-beta3 inh
O=C(NCCCN1CCOCC1)C(=O)N/N=C/c1ccccc1,2.5,0.6,1.8,1.9,-8.4,4.4,5.9,7.4,-2.2,-0.8
Cc1nc2ccccc2c(=O)n1NC(=O)/C=C/c1ccccc1Cl,3.6,-0.2,1.0,1.0,-0.3,-2.7,-0.1,4.0,0.9,1.3
O=C(COC(=O)C1COc2ccccc2O1)Nc1cccc(S(=O)(=O)N2CCCCC2)c1 (stereo not drawn),-7.8,-0.1,-0.9,1.6,5.0,-3.5,9.1,0.8,-1.1,-4.4
CCOC(=O)c1cnc2ccc(F)cc2c1Nc1ccc2c(c1)OCCO2,8.4,2.9,9.0,-6.8,-0.4,-3.6,-1.0,-2.4,4.6,-9.7
